Source: PubChem
G9a inh – inhibitors of human histone lysine methyltransferase G9a; Potency, µM (highest dose often 102 µM), inactives show at the highest dose activity, negative = inhibition, usual class: inhibitors; G9a H3K9 monomethylation, AlphaScreen, 2 h; AID 504332; Q96KQ7; 350,000 compounds, 8.8% hits; further: potency means the concentration at half of the fitted maximal effect; on the % scale 0 is the no-effect control and ±100 the full control effect; nearly all actives have a fitted effect of over 75% in size
Target sequence (Q96KQ7 913-1193 limits assumed): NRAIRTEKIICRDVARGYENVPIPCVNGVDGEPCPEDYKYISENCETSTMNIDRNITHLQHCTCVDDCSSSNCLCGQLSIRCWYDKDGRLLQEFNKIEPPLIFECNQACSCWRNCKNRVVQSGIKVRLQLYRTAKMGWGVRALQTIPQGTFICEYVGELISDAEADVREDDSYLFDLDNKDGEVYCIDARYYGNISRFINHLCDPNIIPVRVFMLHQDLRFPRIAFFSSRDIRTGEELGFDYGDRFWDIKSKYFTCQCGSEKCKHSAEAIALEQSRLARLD
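Enzyme 20 nM + cpd, 15 min RT; add b-H3K9 pep 500 nM / SAM 20 uM; 2 h RT; anti-H3K9me1 Ab 0.5 ug/mL + SA donor / anti-rabbit acceptor beads 20 ug/mL each, 10 min; AlphaScreen read.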
GLS inhibitor – inhibitors of human glutaminase (GLS); Potency, µM (doses to about 45.5 µM), without a hit: at the top dose activity change, negative = inhibition, actives largely listed as inhibitors; 410,000 compounds, 0.21% hits; O94925; AID 624170; GLS enzymatic activity, qHTS titration; further: potency means the concentration at half of the fitted maximal effect; on the % scale 0 is the no-effect control and ±100 the full control effect
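Two-point fluorescence kinetic (t0, 30 min RT) for hKGA; glutamate detected via glutamate oxidase–HRP–Amplex Red. Substrate: 1 mM L-glutamine solution; buffer 45 mM KH2PO4, pH 8.2.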
HP1b binding inh – HP1-beta chromodomain-methylated histone interaction inhibition; AID 540317; AlphaScreen HP1-beta / biotin-H3K9me3 peptide binding; 390,000 compounds, 0.56% hits; Potency, µM (top dose mostly 114 µM), inactives show top-dose activity change, negative = inhibition, most hits filed as inhibitors; further: potency means the concentration at half of the fitted maximal effect; nearly all actives have a fitted effect of over 70% in size; inactives centre near 23
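Compound inhibition of the preformed complex between 50 nM HP1-beta and 50 nM biotinylated H3K9me3 peptide was read by AlphaScreen. Buffer was PBS pH 7.4 with 0.01% Tween-20. Incubations ran 30 min at room temperature, with 10 ug/mL donor/acceptor beads.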
ALOX12 inh – ALOX12 (human) lipoxygenase inhibition; purified 12hLO, xylenol orange hydroperoxide absorbance; Potency, µM (titrated, usually from 108 µM), inactives show at the highest dose activity change, negative = inhibition, actives largely listed as inhibitors; 580,000 compounds, 1.1% hits; AID 1671190; further: potency means the concentration at half of the fitted maximal effect; on the % scale 0 is the no-effect control and ±100 the full control effect
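Purified human 12hLO (150 nM final) in 25 mM Hepes, 0.01% Triton X-100, pH 7.0 was preincubated 15 min at room temperature with compound. Then 40 uM arachidonic acid was added, 30 min. Hydroperoxide was read by Fe-XO absorbance ratio 573/405 nm.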
PI4K2A block – blocks human PI4K2A kinase activity | Q9BTU6 | purified PI4K2A, ADP-Glo luminescence, 1 h; stronger effect = lower value | activity change, negative = inhibition, % at 76.9 µM | 420,000 compounds, 0.13% hits | AID 1346378; in the data active means activity change below about -50%; inconclusive means mostly about -30% to -49%;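 further: -100% = wells without enzyme as full effect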
Target sequence (Q9BTU6 whole entry, looked up): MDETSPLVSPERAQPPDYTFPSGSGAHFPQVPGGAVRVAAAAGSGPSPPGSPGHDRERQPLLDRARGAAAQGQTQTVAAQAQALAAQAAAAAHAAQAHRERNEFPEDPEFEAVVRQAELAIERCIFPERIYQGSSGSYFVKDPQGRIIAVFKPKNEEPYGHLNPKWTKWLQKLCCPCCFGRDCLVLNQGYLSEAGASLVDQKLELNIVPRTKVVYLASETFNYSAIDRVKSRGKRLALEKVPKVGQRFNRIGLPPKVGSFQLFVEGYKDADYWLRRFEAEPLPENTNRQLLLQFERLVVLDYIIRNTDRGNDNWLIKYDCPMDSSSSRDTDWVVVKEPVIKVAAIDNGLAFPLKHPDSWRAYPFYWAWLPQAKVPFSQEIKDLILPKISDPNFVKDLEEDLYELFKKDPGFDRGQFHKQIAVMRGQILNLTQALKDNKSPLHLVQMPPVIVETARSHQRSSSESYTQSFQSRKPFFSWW
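In this quantitative HTS, ADP production by PI4K2A was quantified luminescently after 1 h at ambient temperature; 100 microM adenosine served as plate-quality control.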
BAZ2B block – inhibitors of human BAZ2B bromodomain. Q9UIF8. AlphaScreen BAZ2B-H3K14Ac peptide displacement. Potency, µM (series often up to 114 µM), inactives show at the top dose activity change, negative = inhibition, actives largely listed as inhibitors. 360,000 compounds, 4.4% hits. AID 504333; further: potency means the concentration at half of the fitted maximal effect; on the % scale 0 is the no-effect control and ±100 the full control effect; nearly all actives have a fitted effect of over 60% in size
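Protein-peptide AlphaScreen: BAZ2B 50 nM, b-H3K14Ac 50 nM, 1x PBS pH 7.4 + 0.01% Tween-20. Preincubation 30 min RT; cpd 30 min RT (top 110 uM); beads 20 min RT, light-protected.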
JMJD2A Tudor – inhibitors of human JMJD2A Tudor domain. O75164. AlphaScreen JMJD2A-Tudor / H3K4me3 peptide binding. Potency, µM (series often up to 114 µM), without a hit: at the top dose activity change, negative = inhibition, most hits filed as inhibitors. 390,000 compounds, 4.4% hits. AID 504339; further: potency means the concentration at half of the fitted maximal effect; on the % scale 0 is the no-effect control and ±100 the full control effect; nearly all actives have a fitted effect of over 50% in size
ERG Ets-DNA blk – inhibitors of human ERG Ets domain-DNA interaction; fluorescence polarization, His-ERG Ets domain / labelled DNA; P11308; Potency, µM (highest dose often 76.9 µM), for inactives: at the top dose FP activity, negative = inhibition, actives largely listed as inhibitors; 370,000 compounds, 0.028% hits; active means well fitted inhibition curve with a large enough effect in the polarisation, with a control signal flat; inconclusive means small, poorly fitted or top-dose-only effect, or effect the other way, or a change in a side signal; inactive means no such curve, though single readings can be large or run the other way; the % refers to the polarisation;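 further: polarization taken with two DNA probes labelled with fluorescein and Texas red; potency means the concentration at half of the fitted maximal effect; % of control where 0% means no effect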
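His-tagged ERG Ets domain (1 uM in the protein solution; 300mM KCl, 50mM Tris-HCl, 1mM EDTA, 1mM DTT, pH 7.5) received compound, then a probe mix of 5 nM fluorescein-DNA and 100nM Texas-615-DNA. Fluorescence polarization was read for both dyes.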
RGS4 inhibitor – blocks human RGS4-accelerated GTP hydrolysis | P49798 | Transcreener GDP fluorescence polarization, RGS4-accelerated GTP hydrolysis | Potency, µM (series often up to 114 µM), for inactives: top-dose activity change, negative = inhibition, hits mostly inhibitors | 390,000 compounds, 0.039% hits | AID 504845; further: potency means the concentration at half of the fitted maximal effect; on the % scale 0 is the no-effect control and ±100 the full control effect; nearly all actives have a fitted effect of over 75% in size; some results filed as inactive show a strong effect at the top dose
Target sequence (P49798 whole entry, looked up): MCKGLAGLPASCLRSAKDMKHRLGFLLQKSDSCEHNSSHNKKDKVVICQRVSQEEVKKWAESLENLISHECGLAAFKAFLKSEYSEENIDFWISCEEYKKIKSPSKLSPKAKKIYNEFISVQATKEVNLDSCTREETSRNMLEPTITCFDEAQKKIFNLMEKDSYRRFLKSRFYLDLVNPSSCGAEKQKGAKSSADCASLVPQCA
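MLSMR compounds (23 nl, pin-transferred) preincubated 10 min at room temperature with a 500nM (2x) first reagent, then RGS4 at 900nM (2x) plus Transcreener GDP mix added; fluorescence polarization (620/688 nm) read before and after 90 min at 30 °C.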
* marks the source's active call; other numbers are inactive results; ? = inconclusive; . = not tested or not shown; & = joins results of further samples; [ ] = dose if it differs, or a comment. Unless noted, the call rests on the fitted dose curve; in most records, active means well fitted curve in the direction sought with a large enough effect; inconclusive means small, poorly fitted or top-dose-only effect, or another doubt; inactive means no such curve, though single readings can be large; an effect the other way counts as inactive or inconclusive. Not all compounds are listed, so the mix of outcomes need not match the whole.

#	smiles	G9a inh	GLS inhibitor	HP1b binding inh	ALOX12 inh	PI4K2A block	BAZ2B block	JMJD2A Tudor	ERG Ets-DNA blk	RGS4 inhibitor
1	O=C(CCN1C(=O)c2ccccc2C1=O)Nc1cccc(S(=O)(=O)N2CCCCC2)c1	4%	.	5%	-6%	5	-4%	-20%	-5%	-13%
2	COc1ccc(S(=O)(=O)Nc2c(C)n(C)n(-c3ccccc3)c2=O)cc1C(=O)O	.	1%	40%[activator]	1%	-3	-1%	-20%	4%	25%
3	COc1ccc(NC(=O)CN2CCCC(C)C2)c([N+](=O)[O-])c1 (configuration not stated)	?	-3%	-15%	-17%	1	?	-32%[57.1 µM]	-4%	-8%[56.9 µM]
4	O=Cc1ccc(OCC(=O)Nc2ccccc2C(F)(F)F)cc1	10%[59 µM]	3%	21%	5%	-1	1%	-9%	-3%	12%
5	COc1ccc(C(=O)NCC(=O)OCC(=O)Nc2cc(OC)ccc2OC)cc1	?	-3%	59%[activator]	-2%	0	-4%	-6%	0%	-52%
6	Cc1ccc(C)c(N2N=C(C(=O)OCc3nnc(-c4ccccc4)o3)CCC2=O)c1	20%[2.33 µM]	1%	41%[activator]	1%	-7	-30%	-8%	22%	-38%
7	O=S(=O)(Nc1ccc(NS(=O)(=O)c2ccccc2)c(Cl)c1)c1ccccc1	.	44%[activator]	33%[57 µM]	-14%	2	.	-10%	7%	-9%
8	CCOc1ccccc1C1C(C(=O)Nc2ccccc2)=C(C)Nc2nc(SCC(=O)c3ccc(C)cc3)nn21 (configuration not stated)	9%[59 µM]	2%	7%	?	-1	-22%	-24%	-1%	20%
9	O=C(c1cnc2ccccc2n1)N1CCN(c2ccc(C(F)(F)F)cn2)CC1	11%[59 µM]	-20%	25%	-4%	5	0%	-3%	5%	7%
10	COc1cccc(CN(C)CC(=O)Nc2ccccc2C(=O)NC2CC2)c1	23%[59 µM]	8%	41%[activator]	345%[activator]	1	-4%	6%	6%	5%
11	CCOC(=O)c1cc(-c2ccccc2)sc1NC(=O)CSc1nnc(N)s1	-29%	-2%	40%[activator]	-2%	5	-13%	-11%	6%	-10%
12	O=C(Cc1coc2cc(O)ccc12)NNC(=O)c1cccs1	.	16%	30%	-8%	-7	.	-6%	0%	-7%
13	C/C(=N\NC(=O)C1(C)NC(C)(C)Cc2ccccc21)c1ccccc1 (configuration not stated)	21%	-3%	-9%	23%	1	-36%	-21%	6%	17%
14	N#CCCSc1nc(N2CCOCC2)c2c(c1C#N)CCCC2	10%	5%	37%[activator]	4%&8%	-1	2%	-12%[57.1 µM]	1%	0%[56.9 µM]
15	CCOc1ccc(OCC)c(NS(=O)(=O)c2cc(Br)cc3c2N(C(C)=O)C(C)C3)c1 (configuration not stated)	-44%[59 µM]	-2%	-8%	-27%	1	-22%	-35%	-1%	20%
16	Cc1cccc(COc2ccc(-c3cc(C(F)(F)F)n4nc(C)cc4n3)cc2)c1	40%[activator][59 µM]	2%	53%[activator]	-8%	1	-6%	59%[activator]	7%	-17%
17	Cc1cc(NS(=O)(=O)c2cn(C)c(C)n2)ccc1Br	-6%[59 µM]	-17%	21%[57 µM]	-19%	6	0%	-5%	-14%	-25%
18	O=C(O)CCc1ccc(-c2ccc(Br)cc2)n1Cc1ccco1	?	-13%	-16%	?	5	50µM*	79µM*	-10%	-25%
19	COc1ccc(C(=O)N2CCCC(CNC(=O)c3ccccc3Cl)C2)o1 (configuration not stated)	23%	-4%	33%	0%	3	-1%	-7%	5%	-3%
20	CCOC(=O)C(CCCCP(=O)(c1ccccc1)c1ccccc1)(NC(C)=O)C(=O)OCC	7%	6%	20%	0%	-2	-1%	-3%	0%	28%
21	O=C(c1ccc(COc2c(F)c(F)cc(F)c2F)o1)N1CCN(c2ccccc2)CC1	-9%[59 µM]	12%	21%	0%	-1	-39%	-9%	-4%	-43%
22	CCOC(=O)c1ccccc1NC(=O)COC(=O)CCNS(=O)(=O)c1cccs1	-2%	-4%	25%	-2%	4	-3%	-3%	-6%	-5%
23	O=C(COC(=O)c1ccc[nH]c1=O)NCC12CC3CC(CC(C3)C1)C2	19%[59 µM]	10%	12%	?	1	2%	-7%	-5%	-1%
24	COc1cccc(Cn2c(Oc3ccccc3)nc3c2c(=O)n(C)c(=O)n3C)c1	3%[12.7 µM]	-11%	0%	0%[57.4 µM]	-2	-39%	-20%	-1%	-48%
25	Cc1ccc(CN2CCN(/N=C/c3cccnc3)CC2)c(C)c1	?	4%	-14%	-22%	-1	?	?	1%	-25%
26	CCc1ccc(C2CC(c3ccccc3)n3ncnc3N2)cc1 (configuration not stated)	79µM*	-5%	29%	12%	-2	4%	-33%	-6%	-8%
27	OCC[C@@H]1C[C@@H](O)[C@H](O)[C@]2(CCc3ccccc3O2)O1	-10%	-2%	70%[activator]	11%	-2	7%	-15%	-5%	-1%
28	COc1ccccc1-n1nnnc1SCC(=O)NC1CC1	9%	?	28%	0%	-2	-1%	-14%	4%	-1%
29	O=C(CSc1nc2nn(-c3ccccc3)c(=O)c-2c2n1CCCCC2)NCCCc1ccccc1	?	-2%	2%	12%	-4	-31%	?	-5%	-14%
30	CSCC[C@H](NC(=O)[C@@H]1Cc2ccccc2CN1)C(=O)Nc1cccc(C)c1	12%[0.0925 µM]	-7%	11%	-4%	2	?	-19%	-13%	26%
31	COc1ccccc1CNC(=O)c1ccc(CS(=O)(=O)c2ccccc2)o1	27%	0%	40%[activator]	112%[activator]	-1	-5%	-8%	0%	-1%
32	O=C(NCCOc1ccccc1F)c1cc([N+](=O)[O-])ccc1N1CCOCC1	17%	7%	21%	?	-18	-20%	-15%	5%	12%
33	CC1CCCC(NC(=O)CN2C(=O)COc3ccccc32)C1C (configuration not stated)	6%	-2%	28%	7%	4	-6%[57.1 µM]	-10%	-1%	14%
34	Cc1ccc(CSc2nc3c(cc2C#N)CCC3)cc1	21%[59 µM]	9%	31%	145%[activator]	0	1%	-1%	-4%	2%
35	Nc1n[nH]c(-c2ccc([N+](=O)[O-])cc2[N+](=O)[O-])n1	.	3%	26%	-9%	1	-15%	-14%	-1%	-7%
36	C[C@]12c3[nH]c4ccc(Cl)cc4c3CCN1C(=O)[C@@H](CC(=O)NCCCn1ccnc1)C[C@@H]2C(=O)N1CCOCC1	.	-3%	37%	8%	-4	.	-11%	1%	12%
37	Cn1cnnc1SCc1ccc(C(=O)n2ncc(C#N)c2N)cc1	?	11%	18%	-15%	1	-5%	-13%	-13%	11%
38	COCCn1c(SCC(=O)NCc2ccc3c(c2)OCO3)nc2ccccc2c1=O	0%	8%	21%	-14%	-2	-10%	-7%	10%	16%
39	OCCN1CN=C(Nc2nc3ccccc3s2)NC1	5%[59 µM]	1%	17%	-21%	-1	-24%	-11%	0%	0%
40	CCCCN(C(=O)c1cc(S(=O)(=O)N2CCOCC2)ccc1Cl)c1c(N)n(CC(C)C)c(=O)[nH]c1=O	5%[0.501 µM]	10%	24%	?	-9	5%	-3%	1%	11%
41	O=C(COC(=O)c1ccco1)NCCNC(=O)COC(=O)c1ccco1	.	4%	14%	434%[activator]	4	4%	-1%	6%	9%
42	Cc1c(Br)c(C(F)(F)F)nn1CC(=O)NCCCn1ccnc1	-6%	5%	17%	0%	1	-36%	-20%	6%	-1%
43	CCOC(=O)C1CCN(c2nc3c(S(=O)(=O)c4ccccc4)nnn3c3ccsc23)CC1	-16%[59 µM]	-1%	35%	-10%	-2	-7%	-5%	-5%	5%
44	CC(C)(C)NC(=O)CC1C[C@H](C(=O)N2CCOCC2)[C@@]2(CCC3CCCC3)c3[nH]c4ccccc4c3CCN2C1=O (some centres not stated)	.	-1%	8%	-25%	1	.	-28%	0%	3%
45	O=C(CNC(=O)c1ccc(S(=O)(=O)N2CCCC2)cc1)N/N=C/c1ccc(Cl)cc1Cl	6%[59 µM]	16%	31%	?	1	7%	-10%	7%	6%
46	CC(=O)Nc1ccc(S(=O)(=O)N(C)CC(=O)OCC(=O)c2ccc3c(c2)NC(=O)CO3)cc1	2%[12.7 µM]	1%	41%[activator]	-8%	0	-1%	2%	5%	-20%
47	Cc1ccc(C(=O)NCC(=O)OCC(=O)NC2CCCCCCC2)cc1	47%	-21%	29%	6%	5	0%	0%	3%	-5%
